CHO-K1 Ca antag – nonselective inhibitor or artifact in parental CHO-K1 cells. ATP-induced calcium, Fluo-8 fluorescence. inhibition, % at 3 µM. actives 0.6% (n = 360,000). AID 602250;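 active means inhibition above a per-plate cutoff, the plate's mean sample inhibition plus 3 SD, cut at about 24% in these data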;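 further: 0% = DMSO plus EC80 ATP and 100% = DMSO alone without ATP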
CHRM4 agonist – agonists of human muscarinic M4 receptor (CHRM4); P08173; AID 624127; actives 0.14% (n = 360,000); CHO-K1 hM4/Gqi5, Fluo-8 calcium fluorescence; vehicle 0%, full acetylcholine response 100%; activation, % at 3 µM;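 active means activation above the run mean over all test wells plus 3 SD, cut at about 32% in these data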;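 further: peak over basal fluorescence ratio per well then scaled between controls; 0% = DMSO wells and 100% = acetylcholine at EC100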
M1 ag – activates human CHRM1 receptor; actives 0.33% (n = 360,000); activation, % at 3 µM; P11229; CHO-K1 hM1, Fluo-8 calcium fluorescence, agonist mode; 0% DMSO, 100% acetylcholine EC100;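 active means activation above the run's mean compound activation plus 3 SD, cut at about 16% in these data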;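 further: peak over basal fluorescence ratio within a 140 s kinetic read after compound addition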
Target sequence (P11229 whole entry, looked up): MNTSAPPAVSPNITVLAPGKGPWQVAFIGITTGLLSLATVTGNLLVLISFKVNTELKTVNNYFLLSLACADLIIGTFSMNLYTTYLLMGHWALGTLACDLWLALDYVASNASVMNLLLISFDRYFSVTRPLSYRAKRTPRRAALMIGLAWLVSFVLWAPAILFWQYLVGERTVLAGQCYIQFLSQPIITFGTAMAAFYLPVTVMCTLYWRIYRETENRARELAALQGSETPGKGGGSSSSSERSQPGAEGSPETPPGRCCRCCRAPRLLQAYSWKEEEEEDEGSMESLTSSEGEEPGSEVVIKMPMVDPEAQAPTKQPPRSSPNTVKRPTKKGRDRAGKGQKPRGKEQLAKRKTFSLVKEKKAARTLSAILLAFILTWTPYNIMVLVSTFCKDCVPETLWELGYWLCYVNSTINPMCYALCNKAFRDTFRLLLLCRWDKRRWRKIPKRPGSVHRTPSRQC
CHO-K1 Ca ag – counter-screen for M1 agonists: effect in parental CHO-K1 cells. Fluo-8 calcium fluorescence; scaled to maximal ATP response, vehicle zero. activation, % at 3 µM. actives 0.48% (n = 360,000); in the data active means activation above about 15%;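 further: untransfected CHO-K1 host cells lacking M1 receptor as counterscreen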
M1 antag – blocks human M1 muscarinic receptor; CHO-K1 hM1, Fluo-8 calcium fluorescence, ACh EC80 antagonist; inhibition, % at 3 µM; actives 1.3% (n = 360,000);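 active means percent inhibition above its own plate's cutoff, namely the mean of that plate's compound wells plus 3 SD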;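 further: peak over basal fluorescence ratio during 140 s after agonist addition; 0% = ACh EC80 plus DMSO and 100% = DMSO alone without agonist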
OXTR potentiator – potentiates the human oxytocin receptor response | actives 0.061% (n = 320,000) | CHO-OTR cells, Fluo-8 calcium fluorescence, potentiator mode; 0% = oxytocin EC15, 100% = EC100 | activation, % at 3 µM | P30559 | AID 2445;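 active means activation above that plate's cutoff, the mean activation of tested compounds plus 3 SD, cut at about 6.6% in these data, passing the limit was not always enough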;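 further: 100% uses oxytocin at 75 nM as the full agonist control; some results filed as inactive read as strong as hits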
Target sequence (P30559 whole entry, looked up): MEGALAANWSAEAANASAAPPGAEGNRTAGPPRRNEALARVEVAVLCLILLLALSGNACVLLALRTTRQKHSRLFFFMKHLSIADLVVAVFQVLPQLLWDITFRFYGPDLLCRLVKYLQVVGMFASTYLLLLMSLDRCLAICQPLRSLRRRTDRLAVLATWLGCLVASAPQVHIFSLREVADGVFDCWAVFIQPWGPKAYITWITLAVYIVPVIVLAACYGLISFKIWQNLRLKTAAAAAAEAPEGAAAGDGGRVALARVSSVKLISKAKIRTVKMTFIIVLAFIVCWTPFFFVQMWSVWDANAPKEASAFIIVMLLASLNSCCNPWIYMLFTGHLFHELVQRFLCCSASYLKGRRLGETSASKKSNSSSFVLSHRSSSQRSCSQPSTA
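Material: CHO-OTR cells, human receptor; compound dosing: single dose, 3.0 µM nominal final compound concentration; schedule: 6 min compound pre-incubation at room temperature, 100 s kinetic read; measured by: kinetic Fluo-8 calcium fluorescence; read-out basis: % activation vs EC15 and EC100 oxytocin; controls: EC15 oxytocin alone as 0%, 75 nM oxytocin as 100%; replicates: singlicate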
M4 antag – CHRM4 antagonism in calcium assay; actives 0.73% (n = 360,000); inhibition, % at 3 µM; P08173; CHO-hM4 cells, ACh EC80, Fluo-8 calcium fluorescence; AID 624125;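 active means inhibition above its plate's cutoff, the mean inhibition of sample wells plus 3 SD, cut at about 27% in these data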;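 further: 0% = acetylcholine EC80 with DMSO and 100% = DMSO without agonist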
CHO parental Ca – signal in parental CHO cells, OX1R antagonist counter-screen; inhibition, % at 5.6 µM; parental CHO-K1, ATP-induced calcium, Fluo-8 fluorescence; actives 0.63% (n = 330,000);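 active means inhibition above that plate's mean sample inhibition plus 3 SD, cut at about 26% in these data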;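 further: 0% = ATP-challenged DMSO wells and 100% = DMSO wells without ATP; some compounds past the cut are filed as inactive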
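Measured by: calcium-sensitive Fluo-8 fluorescence / Test system: CHO parental line / Controls: ATP-challenged DMSO wells low, unchallenged DMSO wells high / Measure: % inhibition / Compound: single nominal dose of 5.6 µM per compound / Replicates: single well per compound, no replicates / Reagent: ATP as calcium-mobilizing challenge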
M1 PAM – human CHRM1 positive allosteric modulation; P11229; CHO-K1 hM1, Fluo-8 calcium fluorescence, ACh EC20; 0% = ACh EC20, 100% = maximal ACh; activation, % at 3 µM; actives 0.088% (n = 360,000); AID 588819; in the data active means activation above about 19%, passing the limit was not always enough
An asterisk follows results filed as active; · = not tested or not shown. Rows are unselected; overall some 2.9% were active at least once.

SMILES | CHO-K1 Ca antag | CHRM4 agonist | M1 ag | CHO-K1 Ca ag | M1 antag | OXTR potentiator | M4 antag | CHO parental Ca | M1 PAM
COc1ccccc1C(NC(=O)C1CCN(CCOc2ccccc2)CC1)c1ccccn1 (stereo not drawn) | -6.5 | 1.5 | -8.1 | 0.3 | -1.7 | · | 1.2 | · | 1.8
O=C(Nc1ccc(-c2nc3ccccc3s2)c(O)c1)C1=COCCO1 | -5.5 | -1.6 | -1.5 | -0.2 | -12.2 | -2.1 | -23.6 | 1.5 | 4.3
OC(Cc1ccccc1Br)c1ncc(-c2cccc(C(F)(F)F)c2)[nH]1 (stereo not drawn) | 1.6 | 7.5 | -4.0 | 3.0 | 2.4 | · | -0.9 | · | -3.2
COc1cccc(Nc2ccc(Nc3cccc(OC)c3)nn2)c1 | -3.8 | 4.4 | -9.9 | 3.2 | -0.2 | -2.7 | 4.2 | -10.3 | 2.8
COc1ccc2oc(C(=O)N3CCN(S(=O)(=O)c4cccc([N+](=O)[O-])c4)CC3)c(C)c2c1 | -6.3 | 7.9 | -2.7 | 5.9 | 3.2 | -9.4 | 1.1 | -9.7 | 3.4
CN(Cc1c(C(=O)N/N=C/c2ccccc2F)nnn1-c1nonc1N)c1ccccc1 | 3.8 | 6.5 | -3.3 | 7.4 | 5.8 | -12.9 | -5.9 | -5.2 | -2.3
CCC(=O)c1ccc(OCc2ccccc2)c(OC)c1 | -14.1 | -1.9 | -8.8 | 0.2 | -11.1 | 2.7 | -7.1 | -8.0 | 4.8
CC(C)CCn1nnnc1C(c1ccccc1)N1CCN(C)CC1 (stereo not drawn) | -10.1 | 0.1 | -5.1 | 0.6 | -16.5 | -4.5 | 2.1 | -19.4 | 1.2
COC(=O)CCC(=O)Nc1c(C)n(C)n(-c2ccccc2)c1=O | 2.2 | -0.3 | -6.7 | 0.5 | 6.0 | -6.5 | 1.4 | -5.2 | -2.0
CC1(C(=O)Nc2ccc3nc[nH]c3c2)CCN1C(=O)CCc1ccccc1 (stereo not drawn) | -0.1 | 2.7 | -2.6 | 0.2 | 3.8 | · | -0.1 | · | -0.4
COCc1c(C(=O)OCC(=O)NCCc2ccc(S(N)(=O)=O)cc2)oc2ccccc12 | 8.8 | 1.1 | -6.4 | 0.7 | 15.8 | 0.7 | 10.2 | -16.9 | -9.8
CC1CCN(C(=O)/C(=C\c2cccs2)NC(=O)c2ccccc2)CC1 | -18.7 | 1.1 | -8.9 | -0.1 | -7.4 | -2.2 | -8.3 | -12.7 | 6.7
OCCNc1nc(Nc2ccccc2OC(F)(F)F)nc(N2CCCC2)n1 | -14.6 | 2.8 | -3.0 | 0.4 | -3.6 | -8.9 | -7.0 | -23.2 | 3.8
COc1ccc(Cl)cc1NC(=S)NNC(=O)CC(C)C | -21.0 | 1.0 | -3.3 | 2.2 | -3.8 | -3.9 | 3.2 | 3.5 | 5.8
CCCCCCCCN1C(=O)[C@H](CC(=O)NCCc2ccccc2OC)C[C@@]2(C(=O)OCC)CCCC=C12 | 3.0 | -1.2 | · | 0.5 | · | · | -14.6 | · | ·

4 consecutive records out of the list so far, quoted:
SMILES | CHO-K1 Ca antag | CHRM4 agonist | M1 ag | CHO-K1 Ca ag | M1 antag | OXTR potentiator | M4 antag | CHO parental Ca | M1 PAM
CCC(=O)c1ccc(OCc2ccccc2)c(OC)c1 | -14.1 | -1.9 | -8.8 | 0.2 | -11.1 | 2.7 | -7.1 | -8.0 | 4.8
CC(C)CCn1nnnc1C(c1ccccc1)N1CCN(C)CC1 (stereo not drawn) | -10.1 | 0.1 | -5.1 | 0.6 | -16.5 | -4.5 | 2.1 | -19.4 | 1.2
COC(=O)CCC(=O)Nc1c(C)n(C)n(-c2ccccc2)c1=O | 2.2 | -0.3 | -6.7 | 0.5 | 6.0 | -6.5 | 1.4 | -5.2 | -2.0
CC1(C(=O)Nc2ccc3nc[nH]c3c2)CCN1C(=O)CCc1ccccc1 (stereo not drawn) | -0.1 | 2.7 | -2.6 | 0.2 | 3.8 | · | -0.1 | · | -0.4

Following part.
SMILES | CHO-K1 Ca antag | CHRM4 agonist | M1 ag | CHO-K1 Ca ag | M1 antag | OXTR potentiator | M4 antag | CHO parental Ca | M1 PAM
Cc1cc(C)cc(OCC(O)CN2CC(C)OC(C)C2)c1 (stereo not drawn) | -4.2 | -0.6 | -9.1 | 0.1 | -16.0 | -6.1 | 2.6 | -7.7 | 6.8
CCCCN(C(=O)C1CCC1)c1c(N)n(CC(C)C)c(=O)[nH]c1=O | -12.9 | 0.3 | -3.0 | 0.7 | -5.3 | -3.6 | 2.6 | -17.1 | 7.6
COc1cccc(-c2oc3c(c2C#CC2(N)CCCCC2)C(O)CCC3)c1 (stereo not drawn) | -17.9 | 7.2 | · | 3.0 | · | · | 1.1 | · | ·
C[C@H]1CN([C@@H](C)CO)C(=O)c2cc(C#CC3(O)CCCC3)cnc2O[C@H]1CN(C)C(=O)C1CC1 | -12.9 | 0.9 | -1.0 | 0.5 | -10.6 | · | -15.4 | · | 4.6
N=c1c(C(=O)NCCc2ccccc2)cc2c(=O)n3ccccc3nc2n1Cc1ccco1 | -7.4 | 8.0 | -10.6 | 2.4 | 2.7 | -8.2 | 10.9 | -30.2 | -3.4
CC(=O)Nc1cccc(C(=O)N2CCN(Cc3ccccc3)CC2)c1 | 19.7 | 2.6 | 1.9 | 0.2 | -6.5 | -11.0 | -0.5 | -2.4 | 3.9
CN(C(=O)NC1CC(=O)N(c2ccc3c(c2)OCCO3)C1)c1ccccc1 (stereo not drawn) | 2.2 | 0.7 | -2.6 | -0.1 | -8.7 | -3.8 | 6.1 | 0.8 | 9.2
O=C(c1ccc(-n2cncn2)c([N+](=O)[O-])c1)N1CCN(S(=O)(=O)c2ccccc2Br)CC1 | 0.9 | 3.1 | -4.8 | 3.4 | -9.9 | -9.0 | -1.4 | 4.5 | 4.4
COc1ccc(NC(=O)c2ccc(-c3nn(C)c(=O)c4ccccc34)cc2)cc1C(N)=O | -9.3 | -0.1 | -2.3 | 0.4 | -8.0 | -2.7 | 5.4 | -2.7 | 4.9
COC(=O)C1C(=O)C(C(=O)c2ccccc2)C(=O)CC1(C)C (stereo not drawn) | -6.3 | 0.2 | -1.1 | 3.5 | -29.6 | 1.6 | -8.5 | -10.4 | 19.1
COc1cccc(CN(C)C(=O)C23CC4CC(CC(NC(C)=O)(C4)C2)C3)c1OC | -8.2 | 1.6 | -4.7 | 1.7 | -11.3 | · | -14.4 | · | 6.2
Cc1ccc(CC(=O)Nc2cc(C)on2)cc1 | -10.1 | 0.2 | -3.8 | 0.1 | -1.1 | -4.1 | 1.3 | -8.9 | 3.2
NNC(=S)Nc1ccc(S(=O)(=O)N2CCCCC2)cc1 | -3.3 | 0.6 | -5.5 | 0.5 | 12.5 | 1.5 | -13.1 | -18.6 | -12.0
CCN(C(=O)CSc1ccc2ccccc2n1)C1CCS(=O)(=O)C1 (stereo not drawn) | -17.9 | 1.3 | -3.6 | 0.9 | -6.0 | -11.2 | -3.7 | -10.1 | 4.9
O=C(O)C1(P(=O)(c2ccccc2)c2ccccc2)CCC1 | 5.6 | 1.2 | -1.5 | -0.5 | 3.6 | -14.2 | -6.7 | -4.0 | -4.8
CN(C)C(=O)N1CCC(C(=O)N2CCCC(C(=O)c3ccc(C(C)(C)C)cc3)C2)CC1 (stereo not drawn) | -0.4 | 8.1 | -10.2 | 3.9 | -4.5 | -6.7 | -14.5 | -21.8 | 3.3
O=C(c1ccc(Br)cc1)c1coc2ccc(O)cc12 | 2.2 | -0.1 | -1.2 | -0.4 | -1.6 | -5.9 | -5.6 | -16.0 | 5.6
CC(C)(C)OC(=O)CC(S(=O)(=O)c1ccccc1)S(=O)(=O)c1ccccc1 | -0.9 | 5.7 | -0.6 | 3.0 | -13.1 | · | 3.3 | · | 8.2
O=C(CCc1ccccc1)NC1(Cc2ccccc2)CCN(CCc2cccs2)C1=O (stereo not drawn) | -13.6 | 12.1 | -6.3 | 4.1 | -4.3 | 0.2 | 1.9 | -39.4 | -0.7
O=C(NCCOc1ccccc1Cl)c1ncn[nH]1 | -20.2 | 0.4 | -5.6 | 1.4 | -3.1 | 0.8 | -3.6 | -7.4 | 3.0
CCN(CC(=O)Nc1c(F)cccc1F)C(=O)Cn1[nH]c(=O)c2ccccc2c1=O | -15.7 | 1.2 | -1.3 | 0.5 | 2.4 | -3.7 | 0.0 | -4.0 | 1.7
CCOc1ccc(-c2nc(CN(Cc3ccccc3)C[C@@H]3CCC(=O)N3)c(C)o2)cc1 | -4.0 | 1.2 | -2.9 | 0.6 | 2.2 | -1.6 | -12.0 | -19.6 | 1.1
Cc1nn(C(C)C(=O)NCc2ccco2)c(C)c1[N+](=O)[O-] (stereo not drawn) | -0.9 | -0.5 | 1.7 | 19.2* | -11.2 | -0.3 | 5.7 | -4.0 | 9.6
CCOC(=O)c1c(N)sc(C(=O)Nc2ccccc2F)c1C | -17.3 | 0.2 | -2.8 | 0.7 | -4.4 | -5.2 | 6.8 | -22.9 | 5.8
Cc1ccccc1Cn1nc(C)c(NC(=O)c2cc(-c3cccs3)on2)c1C | 7.5 | 4.6 | -5.8 | 8.5 | 9.4 | -11.7 | -1.2 | 10.0 | -9.2
CN(C)c1cc(-c2ccc(Cl)cc2)oc(=O)c1Cl | -2.4 | 0.5 | -5.2 | 0.6 | -17.0 | 4.0 | -2.6 | -16.2 | 9.1
CCOc1ccc(C(C)=O)cc1Cn1nc(C(=O)O)c2ccccc2c1=O | 3.2 | 4.9 | -4.3 | 2.1 | 19.7 | -11.0 | 9.4 | -19.2 | -7.6
CC(=O)N(Cc1cc2ccccc2[nH]c1=O)c1ccc(C)cc1 | -7.8 | 2.3 | -0.8 | 1.4 | -11.8 | -18.4 | 9.9 | -9.4 | 3.2
Cc1cc(C)cc(N2C(=O)CC(n3ccnc3)C2=O)c1 (stereo not drawn) | -12.2 | 1.2 | -3.5 | -0.3 | -13.9 | -16.2 | -0.8 | 5.0 | 7.2
CC(=O)c1ccc(NC(=O)COC(=O)c2ccccc2Sc2ccccc2C#N)cc1 | 7.2 | 5.9 | -5.8 | 6.4 | 2.2 | -13.1 | 0.0 | 1.5 | 3.7
COc1ccc(N2C(=O)CSC2c2ccccc2[N+](=O)[O-])cc1 (stereo not drawn) | 4.8 | -0.7 | -8.1 | 1.0 | 32.3 | 0.8 | 1.3 | -5.3 | -19.1
Cc1cccc(C(=O)NC(=S)Nc2ccc(S(=O)(=O)N(C)c3ccccc3)cc2)c1 | 1.5 | -0.4 | -1.0 | 0.2 | -36.8 | -5.2 | -1.0 | -27.0 | 7.2
Cc1ccc(S(=O)(=O)N2Cc3ccccc3CC2C(=O)NC(C)(C)C)cc1 (stereo not drawn) | -9.0 | -0.2 | -2.2 | 0.2 | -20.5 | -4.4 | -6.9 | -26.2 | 13.1
COc1ccc(C2C3=C(CC(C)(C)CC3=O)Nc3c2c(=O)n(C)c(=O)n3C)cc1OC (stereo not drawn) | -14.5 | 1.1 | -1.3 | 0.2 | -5.5 | -3.8 | -5.1 | -7.7 | 10.4
